High-throughput results: PubChem BioAssay, several laboratories
HSF-1 act = increases HSF-1 driven luciferase reporter signal. NIH3T3-HGL HSF-1 luciferase reporter, MG132, 8 h; 100% = twice DMSO control signal. activation, % at 9 µM. 300,000 tested, 1.7% active. AID 504408;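 active = mean replicate activation of at least 50% with a set share of replicates each reaching 50%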;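 also: 0% = median of the neutral control wells and 100% = twice that signal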
aSyn 5UTR inh = 5' untranslated region of α-synuclein, MLPCN primary screen | alpha-synuclein 5'UTR reporter, inhibitor activity | AID 1813 | 300,000 tested, 0.82% active | inhibition, % (tested at 7.5 µM); in the data active = inhibition above about 60%;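 also: H4 neuroglioblastoma cells stably carrying SNCA 5'UTR luciferase fusion; 0% = DMSO wells and 100% = positive control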
IEC-6 tox = kills IEC-6 intestinal cells in KLF5 counter-screen | AID 1825 | inhibition, % at 5 µM | IEC-6 cytotoxicity, luminescence viability | 290,000 tested, 0.78% active; in the data active = inhibition above about 22%;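 also: 0% = plate median of test compound wells and 100% = cytotoxic reference compound wells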
KLF5 inh = inhibitors of KLF5 expression; inhibition, % at 5 µM; AID 1700; DLD-1 KLF5 promoter-luciferase reporter, luminescence; 290,000 tested, 0.23% active;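 active = inhibition above a per-plate limit of that plate's mean compound inhibition plus 3 SD, cut at about 60% in these data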;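 also: 0% = DMSO wells and 100% = LY294002 at 200 µM; higher means less KLF5 promoter-driven luciferase light; inactives centre near -14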
HSF1 inh = HSF1 inhibition; NIH3T3-HGL HSE-luciferase, MG132-induced, luminescence 8 h; hits give low values; activity change, negative = inhibition, % at 7.5 µM (by protocol); 300,000 tested, 0.77% active;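 active = more than half of replicate wells show activity change below -50%, luminescence cut by over half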;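 also: luciferase reports HSF-1 transcriptional activity via heat shock element; 0% = median of DMSO wells and -100% = zero luminescence signal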
HIF activator = HIF pathway transcriptional activation | U2OS HRE-luciferase reporter, luminescence; normalized: DMSO 0%, desferrioxamine 100% | 300,000 tested, 0.32% active | activation, % at 7.5 µM (by protocol);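 active = mean activation of at least 10% of the iron chelator positive control signal, with at least half of replicates also reaching 10%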
Platelet DG rel = modulates dense granule release in human platelets; AID 1663; inhibition, %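 (compounds screened at 7.5 µM in platelet-rich plasma)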; human platelet-rich plasma, SFLLRN dense granule ATP release, luminescence; 300,000 tested, 0.22% active;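 active = mean replicate score, as percent of positive control, at or above 50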
AI-2 QS modul = Vibrio harveyi AI-2 quorum sensing modulation; Vibrio harveyi JMH597 AI-2 luminescence/OD600 ratio, 9 h; hits give low values; strain lacks LuxN and CqsS sensors; 0 = neutral-control median; 300,000 tested, 0.4% active; AID 2094; activity change, % at 7.5 µM; in the data active = activity change below about -75%, passing the limit was not always enough;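 also: luminescence divided by OD600 gain over 9 h not by final OD600 alone; inactives centre near 13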
SKKanGAS inh = blocks kanamycin growth of S. pyogenes SKKanGAS strain. inhibition, % at 7.5 µM. 300,000 tested, 1.3% active. AID 1662. BacTiter-Glo, 6 h;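 active = mean replicate score, as percent of positive control median, at least 50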;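 also: strain carries kanamycin resistance gene driven by streptokinase promoter and grows in 40 µg/ml kanamycin; loss of luminescence reflects streptokinase promoter inhibition or plain growth inhibition; 0% = median of DMSO wells and 100% = positive control at its reference dose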
HSP90 refold inh = HSP90 refolding inhibition in rabbit reticulocyte lysate | luciferase refolding luminescence, 3 h | 290,000 tested, 0.91% active | inhibition, % at 5.6 µM;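 active = inhibition above the screen-wide mean plus 3 SD, computed separately per campaign, cut at about 16% in these data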;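 also: 0% = DMSO wells and 100% = 60 µM geldanamycin wells; inhibitors lower the luminescence because luciferase stays unfolded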
* = called active by the depositor; x = no result given.

SMILES	HSF-1 act	aSyn 5UTR inh	IEC-6 tox	KLF5 inh	HSF1 inh	HIF activator	Platelet DG rel	AI-2 QS modul	SKKanGAS inh	HSP90 refold inh
Oc1cccc(C2c3[nH]c4ccccc4c3CCN2Cc2ccc3c(c2)CCO3)c1 (centres undefined)	-12	-10	14	-27	-7	3.4	13	24	3	1
CC(C)CCCN1CCN=C1N(C)C	-19	-4	2	-36	-7	-0.2	-2	6	1	-5
COc1cccc(N2CCN(C(=O)CN3C(=O)NC(C)(c4ccc5ccccc5c4)C3=O)CC2)c1 (centres undefined)	41	29	x	x	6	-3.7	11	21	15	x
CC(=O)c1cccc(NC(=S)NCCCCc2ccccc2)c1	-9	-23	3	-10	-1	0.6	-6	-3	5	2
CC1CCCCC1NC(=O)C1CC(=O)N(Cc2ccccc2)C1 (centres undefined)	3	-3	-8	-1	-10	-0.2	-4	27	3	-4
Fc1ccc(N2CCN(c3cnc4ccccc4n3)CC2)cc1	34	-251	4	-228	34	5.5	-8	-2	2	-3
Cc1ccccc1C(=O)NC(=S)Nc1ccc(S(=O)(=O)N2CCOCC2)cc1	-12	-17	1	-14	-5	-0.1	-3	-42	-4	3
Cc1ccc(C(=O)NC2CCCCNC2=O)cc1 (centres undefined)	33	-51	5	-43	0	1.6	4	16	14	3
CCCCN1C(=O)C(=O)NC[C@@H]1C(C)O (some centres undefined)	-1	7	x	x	-9	0.5	-1	-3	3	x
CC1(C)C2CC=C(/C=N/NC(=O)C3CC3)C1C2 (centres undefined)	24	-17	-5	-27	6	0.0	-7	7	11	-2
Cc1ccc(SCC(=O)Nc2ccccc2C(=O)N2CCOCC2)cc1	18	9	7	-13	1	-0.3	0	10	10	-3
CCOc1cccc(-c2c(C(=O)N/N=C/c3ccc(Br)cc3)nnn2-c2nonc2N)c1	26	23	2	-18	2	10*	15	41	15	2
Cc1ccc(S(=O)(=O)N2CCN(C(=O)CSc3ccc(Cl)cc3)CC2)cc1	75*	22	4	9	26	-0.1	-2	16	-6	-2
Cc1ccc(CCNC(=O)CS(=O)Cc2nc(-c3cccc(C)c3)oc2C)cc1 (centres undefined)	-4	5	-3	-8	6	0.1	3	36	-7	-2
Cc1ccc(NS(=O)(=O)c2ccc(C)c(C(=O)N3CCN(C)CC3)c2)cc1	-11	15	4	3	2	0.5	4	19	-5	4
COc1ccc(-c2coc3cc(OC4OC(CO)C(O)C(O)C4O)ccc3c2=O)cc1 (centres undefined)	31	-124	-3	-148	15	0.8	12	10	-2	-1
CN(C(=S)NC(=O)C1(C)CC1(Cl)Cl)c1ccccc1 (centres undefined)	-10	15	3	3	-4	-0.2	0	0	6	-2
Cn1c(C(C(=O)NCC2CCCO2)N(C(=O)Cn2nnc3ccccc32)C2CCCCC2)nc2ccccc21 (centres undefined)	10	4	-6	1	-3	-0.2	-7	5	4	-3
COc1cc(/C=C2\N=C(C)OC2=O)cc(Cl)c1OC(C)=O	-5	-14	-1	-21	-13	-0.7	0	5	-1	-2
COC(=O)[C@@H](NC(=O)N1CCN(C(=O)C2COc3ccccc3O2)CC1)C(C)C (some centres undefined)	0	2	-2	-17	0	0.3	7	10	-6	-8
COc1ccc(/C=C/C(=O)c2ccc3c4c(cccc24)CC3)cc1OC	8	-23	-3	-6	14	2.8	-6	36	-11	-2
CCCN(CCC)c1nc(C#N)nc(N(CCC)CCC)n1	-10	7	2	-10	-2	-0.4	0	14	13	-2
CCOC(=O)C(/C=C(\C#N)C(=O)OCC)=C(/N)N1CCN(c2ccc(Cl)cc2)CC1	-10	-10	-12	-4	4	0.1	-4	6	-2	1
O=C1c2cccc3c([N+](=O)[O-])ccc(c23)C(=O)N1CCc1ccccn1	8	-23	1	3	10	0.0	-3	12	48	-4
Cc1ccc(-n2nnnc2SCC(=O)N(CC(C)C)c2c(N)n(CC(C)C)c(=O)[nH]c2=O)cc1	25	29	2	-23	2	-0.3	-6	34	-3	-1
CC(C)C(=O)NC(c1cccc([N+](=O)[O-])c1)c1ccc2cccnc2c1O (centres undefined)	-20	91*	25*	79*	-18	95*	1	-37	24	11
COc1ccccc1NC(=O)NCCN1C(=O)C2C3C=CC(C3)C2C1=O (centres undefined)	3	14	1	-37	-5	-0.2	10	16	-6	3
CCCCc1ccc(-c2csc(/C(C#N)=C/c3ccco3)n2)cc1	-1	-25	4	0	-2	0.6	12	7	4	-5
O=C(COC(=O)C1CC2C=CC1C2)NCc1ccccc1Cl (centres undefined)	4	5	4	7	4	0.7	0	34	0	-1
O=C(O)CCSc1nc2ccccc2n1-c1ccccc1	-53	-17	10	-4	-42	-0.3	0	25	3	6
Cc1ccc(NC(=O)CN(C)Cc2cc(=O)n3ccsc3n2)cc1	6	4	3	-30	13	0.1	14	1	-6	3
CC(C)NC(=O)c1onc(CSc2ccc(Cl)cc2)c1C(=O)O	0	-10	-5	-49	14	1.2	5	20	12	0
CC1CCC(NC(=O)c2cc3c(s2)CCCC3)CC1 (centres undefined)	31	-116	x	x	20	3.8	-2	29	26	x
c1ccc(-n2cnnc2SCc2nc3ccccc3s2)cc1	15	-146	9	-11	15	4.5	-2	30	-3	5
Cc1ccc(S(=O)(=O)N2CCN(C(=O)CCC(=O)NC3CCCc4ccccc43)CC2)cc1 (centres undefined)	-8	-5	0	-14	-11	-0.6	-1	16	-2	-1
O=C(NC1CCN(C(=O)Nc2ccccc2Cl)CC1)c1ccco1	-2	2	-3	-19	-4	-0.1	0	27	7	-1
CCOC(=O)C1CCCN(c2cc(=O)n(Cc3ccc(F)cc3)c(=O)[nH]2)C1 (centres undefined)	11	19	-3	-13	0	-0.1	-6	-7	-1	-2
NC(=O)CCCc1nc(-c2ccccc2)no1	9	-19	-6	-15	11	0.3	-4	7	1	0
OCCOCCn1c(CCNc2nc(-c3ccc(F)cc3)cs2)nc2cc(C(F)(F)F)ccc21	-8	5	x	x	11	-0.4	-1	-11	14	x
Cc1nn2c(N3CCOCC3)cc(C(C)C)nc2c1-c1ccccc1	-24	21	0	-5	-16	1.2	7	2	1	2
N#C/C(=C\c1ccc[nH]1)C(=O)NC1CC1	-12	14	2	-47	2	0.1	1	-1	6	6
O=C(COc1ccc(Cl)cc1Cl)Nc1c(-c2cccs2)nc2ccccn12	-16	-26	1	-6	-4	1.0	-7	9	-9	-3
COc1ccc(C(C#N)=C2C=CC(=NO)C=C2)cc1	168*	-148	0	-26	118	2.1	1	9	19	13
CCN(CC)C(=S)NC(=O)c1cc(OC)c(OC)c(OC)c1	1	-37	-4	-16	0	-0.1	0	35	-5	-4
COc1cc(CN(C2CCCCC2C)S(=O)(=O)c2ccc(S(=O)(=O)NC3CC3)cc2)cc(OC)c1OC (centres undefined)	0	55	6	-20	1	-0.4	-3	27	2	3
CCn1c(=O)c(=O)[nH]c2cc(C(=O)NC3CCCC3)ccc21	1	-15	0	-29	3	-0.9	10	6	-8	-2
CCCc1cc(=O)[nH]c2nnc(SCC(=O)Nc3ccc4c(c3)OCCO4)n12	-9	6	x	x	-5	-0.4	8	-7	-7	x
CCN(C(=O)CN1C=NS(=O)(=O)c2ccccc21)c1ccccc1	-4	21	0	-3	17	-0.4	8	24	1	-2
COc1ccc(-c2[nH]ncc2CN2CCCN(C(=O)c3ccco3)CC2)cc1F	3	1	1	0	-2	-0.1	-1	3	-4	-4
CC(C)(C)NC(=O)Nc1ccc2nccnc2c1	27	-96	4	-55	16	1.6	-7	13	-1	0
COc1ccccc1-c1cc(C(=O)NC(C)c2ccccc2)no1 (centres undefined)	-2	-4	0	-22	-3	-2.6	0	19	-5	3
Cc1nn(Cc2ccccc2Cl)c(C)c1NC(=O)c1noc(C(C)C)c1[N+](=O)[O-]	24	-13	6	2	7	0.2	0	4	2	1
CC(C)c1ccc(NC2CCCN(C(=O)c3cccs3)C2)cc1 (centres undefined)	7	-15	1	-23	3	0.4	12	13	-1	-2
O=S(=O)(Cc1ccccc1)NCc1cccnc1	-4	8	8	6	-3	0.0	-1	22	-6	1
COCCNc1nc(SCC(=O)N2CCN(c3ccccc3OC)CC2)nc2ccccc12	8	9	3	-7	0	-0.1	8	28	2	3
COc1ccc(S(=O)(=O)NCCC(=O)NCc2ccccc2)cc1	18	15	3	-6	-2	-0.4	-1	11	0	1
CC1CC(=O)Nc2ccccc2N1S(=O)(=O)c1ccc(F)cc1F (centres undefined)	-4	-3	-1	9	2	-0.5	9	5	1	-7
CC(=O)N(C(C)=O)c1nc(-c2ccccc2)cn1/N=C/c1cccc([N+](=O)[O-])c1	-8	-1	5	-16	-6	0.0	25	13	-3	7
O=S(=O)(c1ccccc1F)N1CCN(Cc2nc3ccccc3[nH]2)CC1	-3	14	4	-26	1	-0.2	9	1	-2	3
COc1ccc(S(=O)(=O)NCCCN2CCOCC2)c2ccccc12	2	-12	0	-11	-5	-0.2	-6	28	1	0

Compound profiles, from the list above. Order of values: HSF-1 act	aSyn 5UTR inh	IEC-6 tox	KLF5 inh	HSF1 inh	HIF activator	Platelet DG rel	AI-2 QS modul	SKKanGAS inh	HSP90 refold inh
O=C1c2cccc3c([N+](=O)[O-])ccc(c23)C(=O)N1CCc1ccccn1 is listed as 8	-23	1	3	10	0.0	-3	12	48	-4
CCN(C(=O)CN1C=NS(=O)(=O)c2ccccc21)c1ccccc1 is listed as -4	21	0	-3	17	-0.4	8	24	1	-2

Other structures.
SMILES	HSF-1 act	aSyn 5UTR inh	IEC-6 tox	KLF5 inh	HSF1 inh	HIF activator	Platelet DG rel	AI-2 QS modul	SKKanGAS inh	HSP90 refold inh
COc1ccccc1C(=O)NCC(=O)N=Nc1c(O)n(C(C)C)c2ccccc12	10	8	-13	-9	3	-0.2	3	12	3	-4
CC(C)CN(CC(C)C)C(=O)CN1C(=O)NC2(CCCc3ccccc32)C1=O (centres undefined)	5	-3	5	-8	-5	0.0	3	2	1	5
O=c1[nH]c(=O)c2nc(-c3ccc(Cl)cc3)cnc2[nH]1	-17	-22	2	3	4	0.7	0	2	-2	-1
CC12CCC(C(=O)Nc3ccc(SC(F)F)cc3)(CC1=O)C2(C)C (centres undefined)	4	32	-14	-11	-4	-0.1	1	26	0	1
O=C(Nc1ccc(Cc2ccncc2)cc1)c1cc(F)c(F)cc1Cl	11	53	31*	-15	6	-0.5	1	-2	-1	0
CC(=O)c1cccc(NC(=O)c2cccc(S(=O)(=O)N(C)C)c2)c1	-19	-2	4	-7	-8	2.2	1	16	-3	1
CN(CCOC(=O)c1ccc2c(c1)OCO2)C(C)(C)C	x	-6	-6	-33	x	-0.7	-11	1	0	0
CCOC(=O)c1sc(N(Cc2ccccc2)C(=O)COC(=O)c2cnccn2)nc1C	-15	-3	-1	-7	-6	0.3	3	6	2	2
COC(=O)CSCc1nc2ccccc2[nH]c1=O	6	-9	8	-23	-7	-0.2	8	14	0	2
Cc1ccc(NC(=S)NNC(=O)c2c(Cl)c(C)nn2C)cc1	-9	-41	-6	-6	-3	0.2	11	13	12	0
CCn1nc(C(=O)OCC(=O)c2cc(C)n(Cc3cccs3)c2C)c2ccccc2c1=O	-26	-59	-4	-12	-17	0.5	-3	31	12	33*
CCC(=O)c1ccc(N2CCN(C(=O)COc3ccccc3F)CC2)c(F)c1	0	9	6	-20	8	-0.3	1	5	3	-1
